High-throughput results (PubChem BioAssay)
MsrA inhibitor: inhibitors of bovine MsrA; purified bovine MsrA, absorbance read-out; inhibition, % at 15.5 µM; 0.75% of 360,000 active; AID 651718; in the data active means inhibition above about 4.5%;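 further: 0% = vehicle wells with enzyme and 100% = reference inhibitor wells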
eLon inh: inhibitors of E. coli Lon protease; P0A9M0; purified E. coli Lon protease, fluorescence polarization; inhibition, % at 7.94 µM; 0.42% of 360,000 active; AID 602123; in the data active means inhibition above about 13%, passing the limit was not always enough;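 further: 0% = enzyme with probe and DMSO and 100% = no enzyme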
Target sequence (P0A9M0 whole entry, looked up): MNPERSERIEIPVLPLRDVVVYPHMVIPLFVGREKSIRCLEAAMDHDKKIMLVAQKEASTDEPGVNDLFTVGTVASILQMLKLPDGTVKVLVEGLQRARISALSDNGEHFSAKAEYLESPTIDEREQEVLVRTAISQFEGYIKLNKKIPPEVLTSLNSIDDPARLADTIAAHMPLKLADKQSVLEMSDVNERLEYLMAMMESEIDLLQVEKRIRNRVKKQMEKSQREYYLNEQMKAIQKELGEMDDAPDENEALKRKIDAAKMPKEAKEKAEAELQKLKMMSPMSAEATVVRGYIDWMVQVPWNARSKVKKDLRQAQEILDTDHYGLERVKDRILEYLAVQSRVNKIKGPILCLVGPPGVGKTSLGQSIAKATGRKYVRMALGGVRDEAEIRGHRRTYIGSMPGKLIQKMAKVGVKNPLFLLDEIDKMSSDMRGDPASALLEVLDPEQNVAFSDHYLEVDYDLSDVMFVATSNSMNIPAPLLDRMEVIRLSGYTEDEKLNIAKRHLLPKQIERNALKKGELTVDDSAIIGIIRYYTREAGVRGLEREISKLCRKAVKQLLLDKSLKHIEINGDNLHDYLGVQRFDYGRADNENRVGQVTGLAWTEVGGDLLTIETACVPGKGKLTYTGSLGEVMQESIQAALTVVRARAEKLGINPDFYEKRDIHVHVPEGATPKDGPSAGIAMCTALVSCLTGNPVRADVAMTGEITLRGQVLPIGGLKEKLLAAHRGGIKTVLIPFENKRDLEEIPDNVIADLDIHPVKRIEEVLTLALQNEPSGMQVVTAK
bovine MsrA act: activates bovine MsrA enzyme; activation, % at 10.6 µM; 0.3% of 360,000 active; purified bovine MsrA, absorbance read-out; in the data active means activation above about 7.5%;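 further: 0% = vehicle and 100% = reference activator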
Tb MetRS inh: Trypanosoma brucei MetRS inhibition. purified T. brucei MetRS, ATP depletion, Kinase-Glo luminescence. inhibition, % at 11.9 µM. 0.4% of 360,000 active;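 active means inhibition above a per-plate cutoff of the control wells' mean inhibition plus 3 SD, cut at about 5.5% in these data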;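 further: 0% = DMSO wells median and 100% = median of wells with control inhibitor compound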
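technique = Kinase-Glo luminescence, ATP depletion format | system = purified MetRS (methionyl-tRNA synthetase) enzyme from Trypanosoma brucei | timing = 15 min preincubation, 2 h reaction, all 25 °C | evaluation = percent inhibition versus plate control medians | dosing = single dose, 11.9 µM final nominal, 0.9% final DMSO | also added = substrates ATP, L-methionine and bulk Escherichia coli tRNA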
MT1-MMP act inh: blocks activation of human MT1-MMP; 0.061% of 360,000 active; P50281; GFP/RFP ratio change, % at 20 µM; HT1080 RFP-PRO-GFP cells, GFP/RFP ratio fluorescence, overnight; percent of plate control window, DMSO zero; AID 651647;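 active means GFP/RFP ratio change of at least 30% with cell ATP level not reduced by more than half and red fluorescence within 50% of control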; further: strong numbers were not always called active
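Assay system: HT1080 cells carrying an RFP-PRO-GFP reporter | Dosing: Single dose of 20 µM compound, 1% DMSO final | Incubation: Cells overnight before dosing, compound overnight, 37 °C, 5% CO2 | Evaluation: GFP/RFP fluorescence ratio | Control set: DMSO and RFP-L50D-GFP cell wells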
FAS-TE inh: blocks the thioesterase domain of human fatty acid synthase | AID 602261 | 0.67% of 360,000 active | inhibition, % at 15 µM | recombinant FAS-TE, OMFH fluorogenic substrate, fluorescence endpoint | P49327;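 active means compounds whose normalised, plate-corrected inhibition of enzyme fluorescence in the single-dose primary screen is 50% or more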;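 further: 0% = DMSO with enzyme and 100% = substrate without enzyme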
CendR NRP1 mod: modulators of CendR peptide binding to human neuropilin-1. O14786. FAM-RPARPAR peptide binding to NRP-1, fluorescence polarization. inhibition, % at 25 µM. 0.85% of 360,000 active;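 active means inhibition or corrected inhibition above about 18%, plus a signal ratio from 0.5 to 1.5, limit read from the data, passing the limit was not always enough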; further: strong numbers were not always called active
SKN-1 block: blocks SKN-1 activity in C. elegans; C. elegans VP596 Pgst-4::GFP/RFP ratio, acrylamide-induced, 24 h; inhibition, % at 21.8 µM; 0.49% of 360,000 active; AID 624304;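 active means interference check ratio from 0.5 to 1.5 plus GFP to RFP signal ratio inhibition reaching or exceeding a fixed threshold, cut at about 30% in these data, passing the limit was not always enough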; further: some compounds called inactive have numbers as strong as hits
PABP1 MLLE inh: inhibitors of microRNA-mediated deadenylation, human PABP1 MLLE binding | P11940 | 0.36% of 360,000 active | GST-MLLE / FITC-PAM2 fluorescence polarization | inhibition, % at 20 µM; in the data active means inhibition above about 35%, passing the limit was not always enough;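 further: plate controls were DMSO wells with GST-MLLE for no effect and wells lacking GST-MLLE protein for full effect; some results filed as inactive read as strong as hits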
Starred values were filed as active, the others as inactive; nt = not tested or not shown.

SMILES | MsrA inhibitor | eLon inh | bovine MsrA act | Tb MetRS inh | MT1-MMP act inh | FAS-TE inh | CendR NRP1 mod | SKN-1 block | PABP1 MLLE inh
COc1ccc(CS(=O)(=O)CC(C)(O)c2ccccc2)cc1 (stereo not drawn) | -0.6 | 2 | -6 | -0.7 | 1 | -4 | -5 | -15 | 8
CCOc1ccc(S(=O)(=O)N(CC)CC(=O)NCc2ccco2)cc1C | 1.5 | -1 | -7 | -1.1 | 5 | -1 | 14 | 2 | -17
COc1cc2c(cc1OC)C(C(=O)Nc1cccc(C)n1)C(c1cccnc1)N(C)C2=O (stereo not drawn) | 0.0 | -3 | 1 | -0.6 | 5 | -7 | 12 | 5 | 3
Nn1c(SCc2cc([N+](=O)[O-])cc3c2OCOC3)nnc1-c1ccccn1 | 1.6 | 6 | -4 | -0.1 | -3 | 12 | -8 | 0 | -12
CCOc1ccc(/C(O)=C2/C(=O)C(=O)N(c3cc(C)on3)C2c2ccc(C(=O)OC)cc2)cc1 (stereo not drawn) | 2.6 | 2 | -10 | -1.5 | -6 | 0 | 5 | -27 | 1
Cc1ccccc1Nc1c(-c2ccccn2)nc2c(C)cccn12 | -0.9 | -8 | -7 | -0.9 | 0 | 10 | 1 | -6 | -3
O=C1CC2(CCN(C(=O)c3ccccc3F)CC2)Oc2ccccc21 | 3.3 | -17 | -2 | -0.3 | 1 | -1 | -2 | 14 | -4
CN(c1ccc(OCC(=O)N2CCC(C(N)=O)CC2)cc1)S(=O)(=O)c1cccs1 | 1.2 | -2 | -3 | -1.0 | -2 | -7 | -12 | -3 | 7
CC1(C(=O)NNC(=S)NCc2ccco2)CC1(Cl)Cl (stereo not drawn) | 0.3 | -6 | -5 | -0.1 | -3 | -8 | 10 | -14 | -21
COc1cc2cc(CN(Cc3nnnn3Cc3ccco3)C3CCCCC3)c(=O)[nH]c2cc1OC | 1.8 | 4 | -1 | 0.1 | -4 | -7 | -54 | 23 | 13
c1coc(C2=NC(c3ccco3)C(c3ccco3)N2)c1 (stereo not drawn) | nt | -9 | -1 | 0.5 | 0 | -7 | -7 | 14 | 0
O=S(=O)(NCC(c1cccs1)N1CCc2ccccc2C1)c1ccccc1 (stereo not drawn) | -0.7 | 14 | -1 | -0.3 | 1 | 17 | 6 | -10 | 10
O=C(Nc1ccc2nc(-c3cccs3)c(-c3cccs3)nc2c1)NC1CC1 | 0.0 | -11 | -3 | 0.1 | -25 | 6 | -33 | 19 | -23
Cc1nn(-c2ccccc2)c(C)c1C(=O)OCC(=O)N1c2ccccc2NC(=O)C1(C)C | -0.9 | 1 | -4 | -0.4 | -5 | -2 | 30* | 8 | -22
CS(=O)(=O)N(CC(=O)NCCC1=CCCCC1)c1ccc2c(c1)OCO2 | -1.1 | -9 | -1 | 0.1 | 7 | -2 | -2 | 6 | -2
Cc1ccc(NC(=O)CCNS(=O)(=O)c2cccc3nonc23)cc1 | -0.7 | -2 | -5 | -1.0 | 2 | -3 | 7 | 0 | -11
O=[N+]([O-])c1ccc2nc(NN=Cc3ccc(O)cc3)sc2c1 | 0.7 | -15 | -3 | -0.2 | 4 | 9 | -2 | -5 | -31
COc1cc(SC)ccc1C(=O)Nc1cccc(C)n1 | -1.1 | -12 | 0 | -0.7 | -1 | 8 | -10 | 28 | 4
Cc1ccc(CN2CCN(C3CSCCSC3)CC2CCO)cc1 (stereo not drawn) | 0.8 | -3 | -2 | -0.5 | -3 | -3 | -16 | -3 | -9
CCOC(=O)C1(CCOC)CCN(C/C=C/c2ccccc2OC)CC1 | 0.9 | -8 | 0 | -0.8 | 2 | -4 | -6 | 2 | 12
CC(=O)NC12CC3CC(C1)CC(C(=O)NCC(=O)Nc1c(C)cc(C)cc1C)(C3)C2 | -0.5 | -9 | -10 | 0.5 | -1 | -5 | 3 | -9 | 5
CCOC(=O)N1CCN(C(=O)C[C@@H]2C[C@@]3(C(=O)OC)CCCCC=C3N(Cc3cccc4ccccc34)C2=O)CC1 | 2.1 | -2 | -5 | -0.8 | 7 | 8 | 2 | 7 | nt
COC1C(OC(=O)/C=C/C=C/C=C/C=C/C(=O)O)CCC2(CO2)C1C1(C)OC1CC=C(C)C (stereo not drawn) (tested in a mixture with another compound) | 8.8* | -9 | -5 | 0.1 | -6 | -5 | -20 | -1 | -10
Cn1cccc1C(=O)NC(=O)COC(=O)CCNS(=O)(=O)c1ccc(Cl)cc1 | -0.9 | 0 | -10 | -0.7 | 2 | -4 | -6 | 4 | -6

Whole records from above. Values in the order: MsrA inhibitor	eLon inh	bovine MsrA act	Tb MetRS inh	MT1-MMP act inh	FAS-TE inh	CendR NRP1 mod	SKN-1 block	PABP1 MLLE inh
Cn1cccc1C(=O)NC(=O)COC(=O)CCNS(=O)(=O)c1ccc(Cl)cc1 as listed: -0.9	0	-10	-0.7	2	-4	-6	4	-6
COC1C(OC(=O)/C=C/C=C/C=C/C=C/C(=O)O)CCC2(CO2)C1C1(C)OC1CC=C(C)C (stereo not drawn) (tested in a mixture with another compound) as listed: 8.8*	-9	-5	0.1	-6	-5	-20	-1	-10

(further entries)
SMILES | MsrA inhibitor | eLon inh | bovine MsrA act | Tb MetRS inh | MT1-MMP act inh | FAS-TE inh | CendR NRP1 mod | SKN-1 block | PABP1 MLLE inh
CSc1cccc(NC(N)=S)c1 | 0.9 | 9 | -2 | 0.3 | 2 | -4 | 0 | -9 | -17
C[C@]12c3[nH]c4cc(-c5ccco5)ccc4c3CCN1C(=O)[C@@H](CC(=O)NCCC1=CCCCC1)C[C@@H]2C(=O)N1CCOCC1 | nt | -11 | -2 | -0.1 | 1 | 1 | -22 | -2 | -17
CC1(C)CC(CCNC(=O)c2ccco2)CC(C)(C)N1 | -0.4 | -5 | -6 | -0.9 | 6 | -5 | -4 | 8 | -6
CN(C[C@@H](Cc1cccc2ccccc12)N(C[C@H](Cc1ccccc1)N(CCc1ccccc1)N=O)N=O)N=O | 0.1 | 6 | -8 | -0.3 | -4 | 25 | 5 | -9 | 5
COc1ccc(CCNC(=O)c2cc(S(=O)(=O)N3CCOCC3)ccc2N2CCCC2)cc1OC | 1.7 | 5 | -5 | -0.3 | 1 | -6 | 4 | 6 | 12
Cc1nc([N+](=O)[O-])cn1CCCCN1C(=O)c2ccccc2C1=O | 1.8 | 4 | -2 | 0.8 | -1 | 1 | -2 | 15 | 2
Cn1c(SCC(=O)c2ccccc2F)nnc1C1CC1 | -0.1 | 8 | -3 | 0.1 | -13 | -2 | 3 | 19 | 15
COc1ccc(CCC(=O)NNC(=O)Nc2ccc(C(C)C)cc2)cc1 | 0.1 | 9 | -5 | -0.6 | 2 | -4 | 10 | -1 | 1
O=C(/C=C/c1cccnc1)c1cc(F)ccc1O | 0.7 | 1 | -6 | -0.9 | -1 | -1 | -6 | -7 | -1
Cc1cccn2c(=O)c3cc(C(=O)NC4CCCC4)c(=N)n(CCc4ccccc4)c3nc12 | 2.4 | 8 | -7 | -0.9 | 4 | 4 | -81 | -17 | -6
Cc1cc(S(=O)(=O)Nc2ccc(C(=O)NCC(c3ccco3)N3CCCC3)cc2)ccc1F (stereo not drawn) | -0.8 | -8 | -3 | -0.1 | -2 | -8 | -17 | -9 | -3
O=c1cc(-c2ccc(F)cc2)[nH][nH]1 | 0.3 | -4 | -1 | 0.3 | -1 | -10 | 17 | 8 | 10
Cc1cccc(-n2cc3c(=O)n(C)c(=O)n(C)c3c2)c1 | -0.4 | -2 | -2 | 0.7 | 1 | -2 | 6 | 9 | -7
O=C(CCc1cnccn1)NC1CCCc2c1cnn2-c1ccc(F)cc1F (stereo not drawn) | 1.9 | -7 | -5 | 0.1 | -9 | -5 | 2 | 9 | -1
Cc1ncc([N+](=O)[O-])n1CC(=O)Nc1ccc(F)cc1F | 1.0 | 4 | -14 | -1.9 | -1 | -2 | 3 | 6 | 5
CCN(CC(=O)Nc1c(F)cccc1F)C(=O)c1ccc(N2C(=O)c3ccccc3C2=O)cc1 | -0.3 | -6 | -1 | -0.2 | 0 | -4 | 2 | 17 | 0
Cc1cccc(C(=O)OCC(=O)NCCNC(=O)COC(=O)c2cccc(C)c2C)c1C | -0.1 | 0 | -2 | 0.3 | -1 | -4 | 4 | -1 | -53
COc1ccc(/C=C/C(=O)N2CCCc3ccccc32)c(OC)c1 | 2.0 | -7 | 4 | -0.1 | 0 | 13 | 3 | -5 | 5
O=[N+]([O-])c1ccc2oc(C(O)c3cccc(Cl)c3)cc2c1 (stereo not drawn) | 0.8 | 8 | -7 | 1.8 | 2 | 36 | 5 | 11 | -10
COCCN(CCOC)C(=S)Nc1cc(S(=O)(=O)N(C)C)ccc1C | 0.0 | 3 | -4 | -0.7 | 2 | -2 | 2 | -15 | -2
CCN(CC)CCN1CCN(c2cnc(C)cn2)CC1 | 0.1 | -17 | -2 | 0.0 | 0 | -2 | 23* | 12 | -1
COc1ccc(-c2nnc3ccc(SCC(=O)Nc4nccs4)nn23)cc1OC | -0.5 | 6 | -4 | 0.3 | 5 | -8 | 3 | 2 | 23
CC(O)Cc1cn([C@@H](CCCCNC(=O)OC(C)(C)C)C(=O)N2CCN(C(=O)OC(C)(C)C)CC2)nn1 (stereo partly drawn) | 0.3 | -3 | -5 | -0.6 | 4 | -10 | 2 | -10 | 1
Cc1cc(C(=O)NCC(=O)OCC(=O)NCCc2ccccc2)ccc1[N+](=O)[O-] | 1.2 | 4 | -10 | -1.2 | 0 | -1 | -1 | -4 | -2
COc1cccc(S(=O)(=O)N(C)C[C@@H]2Oc3cc(Br)ccc3S(=O)(=O)N([C@@H](C)CO)C[C@@H]2C)c1 | -0.6 | 7 | -1 | -1.1 | -4 | 14 | -2 | 8 | 13
COc1cc(NS(=O)(=O)c2ccc(Nc3nc(-c4cccc([N+](=O)[O-])c4)cs3)cc2)nc(OC)n1 | 1.4 | -5 | -3 | 0.0 | 4 | 24 | 3 | -1 | 5
O=C(Cc1c[nH]c2ccccc12)NCc1ccco1 | -0.3 | -5 | -12 | -1.6 | 8 | -1 | 12 | -12 | 2
O=C(Cn1nnc(-c2ccc(Cl)cc2)n1)NCCC1=CCCCC1 | 0.9 | 6 | -8 | -1.4 | -2 | -3 | -6 | -1 | 6
Cc1cnc(C(=O)Oc2c(C)ccc(C)c2C)cn1 | 1.0 | 1 | -7 | -1.1 | 3 | -7 | 9 | -10 | 1
O=C(O)c1ccc(CSc2nc3ccccc3c(=O)n2-c2ccccc2)cc1 | -0.1 | -5 | -1 | 0.5 | -2 | -2 | -4 | -8 | -6
CCCN1Cc2cccc(C(=O)NC(CC(=O)OCC)c3ccc(OCC)c(OC)c3)c2C1=O (stereo not drawn) | 1.8 | -7 | -1 | 0.8 | 3 | 2 | 8 | 9 | 20
Cc1cccc(C)c1NC(=O)COC(=O)CSc1nnc(N)s1 | -0.9 | 12 | -3 | -0.2 | -4 | -10 | 11 | 4 | 21
Cc1cc(-c2ccccc2)nc(N2CCN(c3ccccn3)CC2)n1 | -0.2 | -5 | -5 | -0.3 | -2 | 38 | -11 | -3 | -8
Cc1ccnc(N2CCC(C(=O)Nc3ccc4c(c3)OCO4)CC2)n1 | 1.4 | -4 | 1 | -0.4 | 3 | -8 | -14 | 3 | -4
